Screens as filed in PubChem BioAssay.
Growth percent in the NCI-60 one-dose screen (48 h, 10 µM unless noted): 100 = growth as untreated, 0 = no growth, -100 = all killed.
MDA-MB-231 – MDA-MB-231 breast cancer | hit rate 5% among 81,000 | AID 1794789
K-562 – K-562 leukemia; hit rate 7.4% among 78,000
MOLT-4 – MOLT-4 leukemia cells. hit rate 6.9% among 80,000
MDA-MB-468 – MDA-MB-468 breast cancer | hit rate 8.5% among 78,000
MCF7 – MCF7 breast cancer; hit rate 6.3% among 82,000; AID 1794796
SR – SR leukemia cells. hit rate 8.7% among 73,000. AID 1794780
BT-549 – BT-549 breast cancer; hit rate 4.4% among 78,000; AID 1794793
T-47D – T-47D breast cancer; hit rate 5% among 79,000
The depositor's hits bear a star; / = no result given; & = joins results of further samples. Rule for the calls: active = growth percent below 10; inactive = the rest.

SMILES	MDA-MB-231	K-562	MOLT-4	MDA-MB-468	MCF7	SR	BT-549	T-47D
C[C@@H]1O[C@H](Oc2c(-c3ccc(O)c(O)c3)oc3cc(O)cc(O)c3c2=O)[C@H](O)[C@H](O)[C@H]1O	101	105	104	100	95	102	117	105
CC12CCC(=O)N1CCc1[nH]cnc12 (stereo not drawn)	104	103	77	79	90	100	97	92
CC(C)(C#N)Nc1ccccc1	100	102	102	/	93	116	108	102
c1ccc(Nc2ncc3c(n2)CCc2cnc(Nc4ccccc4)nc2-3)cc1	80	98	111	/	71	101	115	79
CN(C)C(=O)C1=NC(Cc2c[nH]c3ccccc23)C(=O)N(c2ccc(Cl)cc2)N1 (stereo not drawn)	107	101	106	100	92	94	97	102
COc1cc2c(c(O)c1Br)C(=O)c1c(O)cc(C[C@H](C)O)cc1[C@H]2[C@H]1c2cc(C[C@H](C)O)cc(O)c2C(=O)c2c1cc(OC)c(Br)c2O	-58*	5.1*	-0.6*	-14*	8.1*	-5.4*	17	8.0*
CCCCN(CCCC)C(=O)[C@H](CC)[C@@H]1CC[C@@H](C)[C@@H]([C@H](C)[C@@H](O)[C@@H](C)C(=O)[C@H](CC)C2O[C@]3(C=C[C@@H](O)[C@]4(CC[C@@](C)([C@H]5CC[C@](O)(CC)[C@H](C)O5)O4)O3)[C@H](C)C[C@@H]2C)O1 (stereo partly drawn)	-25*	14	12	-22*	-14*	27	8.5*	5.0*
c1ccc2c(c1)OCCC2(c1c[nH]c2ccccc12)c1c[nH]c2ccccc12	56	57	34	60	75	79	67	11
O=c1[nH]c2ccccc2c2ccccc12	109	101	94	91	100	87	104	110
COc1ccc(-c2cc(-c3cccnc3)nc3sc4c(Cl)nnnc4c23)cc1OC	78	16	49	80	44	6.4*	100	64
N#Cc1ncc(-c2ccc(F)nc2)c(NC2CCCCCC2)n1	95	104	94	92	93	115	94	84
COc1ccc(-c2cs/c(=N\N=C\c3ccc(Cl)cc3)n2C)cc1	103	75	93	58	82	72	95	73
C=CCOC(=O)c1cccc(C(=O)OCC=C)c1	119	94	90	119	103	87	/	103
COc1cc(-c2nnc(SCC(=O)Nc3ccc(C(=O)/C=C/c4ccc(Cl)cc4)cc3)n2-c2ccccc2)cc(OC)c1OC	98	100	80	99	78	80	90	78
COc1ccc2nc(-c3ccc(Cl)cc3)cc(-c3nnc(SC/C(=N/O)c4ccccc4)o3)c2c1	50	20	53	10.0*	20	8.0*	47	27
O=C1CCCCC1=C1CCCCC1	104	114	99	97	94	107	110	103
COC(=O)c1nc(-c2ccc(C)cc2)oc1SCc1ccccc1	97	89	65	90	98	71	92	82
O=C(O)c1ccsc1Cc1cccs1	102	102	105	102	98	87	94	/
Nc1c(C(=O)Nc2cccc3c2OCCO3)sc2nc3c(cc12)C(=O)CCC3	15	14	58	19	19	36	63	37
CC(=O)/C(=C/n1c(=S)[nH]c2ccc([N+](=O)[O-])cc21)C(=O)Nc1ccc([N+](=O)[O-])cc1	100	100	93	93	90	85	94	90

Quoted at random: two compounds from above, in no set order.
SMILES	MDA-MB-231	K-562	MOLT-4	MDA-MB-468	MCF7	SR	BT-549	T-47D
COc1cc(-c2nnc(SCC(=O)Nc3ccc(C(=O)/C=C/c4ccc(Cl)cc4)cc3)n2-c2ccccc2)cc(OC)c1OC	98	100	80	99	78	80	90	78
CC(=O)/C(=C/n1c(=S)[nH]c2ccc([N+](=O)[O-])cc21)C(=O)Nc1ccc([N+](=O)[O-])cc1	100	100	93	93	90	85	94	90

Next section
SMILES	MDA-MB-231	K-562	MOLT-4	MDA-MB-468	MCF7	SR	BT-549	T-47D
COc1ccc(S(=O)(=O)NCCCNc2cc(-c3cn(-c4ccccc4)nc3-c3cccc(OC)c3)ccn2)cc1	27	13	21	28	36	18	77	18
O=C(Nc1ccc(C(=O)O)c(O)c1)c1ccc(C(=O)Nc2ccc(C(=O)O)c(O)c2)cc1	84	95	92	101	92	84	100	107
NS(=O)(=O)c1cccc(N=Cc2c[nH]c3ccccc23)c1	89	103	98	99	96	91	102	94
COc1cc(C2CC(c3cc(OC)c(OC)c(OC)c3)=NN2c2ccccc2)ccc1OCc1ccc(C)cc1 (stereo not drawn)	102	93	92	92	81	105	103	80
COc1ccc(-n2/c(=N/C(=S)N(C)C)ss/c2=N\C(=S)N(C)C)cc1	113	99	96	103	79	98	110	84
O=C1Nc2c(ccc(Cl)c2Cl)/C1=C\c1ccc(C(F)(F)F)cc1	82	33	44	93	52	104	75	77
COc1ccc(-c2nn(-c3cccc(Cl)c3)cc2-c2cc(-c3ccccc3)no2)cc1	93	63	48	74	64	61	116	80
COc1ccc(-c2cnc3sc4ccc(Cl)cc4n23)cc1	94	94	99	95	89	97	97	/
OCCOc1cc(Cl)cc(Cl)c1	109	102	98	100	114	105	111	116
c1ccc(-c2nn[nH]n2)nc1	107	94	88	95	94	88	91	104

Compound profiles, from the list above:
Results for O=C1Nc2c(ccc(Cl)c2Cl)/C1=C\c1ccc(C(F)(F)F)cc1 → MDA-MB-231: 82; K-562: 33; MOLT-4: 44; MDA-MB-468: 93; MCF7: 52; SR: 104; BT-549: 75; T-47D: 77
Results for COc1ccc(-c2nn(-c3cccc(Cl)c3)cc2-c2cc(-c3ccccc3)no2)cc1 → MDA-MB-231: 93; K-562: 63; MOLT-4: 48; MDA-MB-468: 74; MCF7: 64; SR: 61; BT-549: 116; T-47D: 80
Results for COc1ccc(S(=O)(=O)NCCCNc2cc(-c3cn(-c4ccccc4)nc3-c3cccc(OC)c3)ccn2)cc1 → MDA-MB-231: 27; K-562: 13; MOLT-4: 21; MDA-MB-468: 28; MCF7: 36; SR: 18; BT-549: 77; T-47D: 18

Other results.
SMILES	MDA-MB-231	K-562	MOLT-4	MDA-MB-468	MCF7	SR	BT-549	T-47D
CCCCC/C=C/C/C=C/CCCCCCCC1=NC(C)(C)CN1C(C)C	37	-31*	1.4*	-43*	-16*	3.0*	78	17
Cc1cc(C)c(-c2cc(O)c(-c3c(C)cc(C)cc3C)cc2O)c(C)c1	51	8.3*	48	4.1*	22	20	/	43
CSc1ccc(NC(=O)NN(c2ccccc2)C2CCS(=O)(=O)C2)cc1 (stereo not drawn)	93	96	97	109	96	91	105	94
O=C1C(Br)=C(c2ccccc2)C(=O)C(Br)=C1c1ccccc1	95	76	53	92	93	71	98	73
CC1=NN(c2ccccc2)C(c2ccco2)C1 (stereo not drawn)	99	102	89	109	100	91	97	109
Cc1cccc(Cc2ccccc2C(=O)c2ccc3ccccc3c2)c1	93	89	99	91	105	91	116	85
S=C(Nc1ccccc1)Nc1nccs1	98	98	65	79	81	55	116	78
CC(=O)Oc1ccccc1C(=O)Nc1ccc(C(=O)/C=C/c2ccncc2)cc1	34	6.5*	23	4.0*	2.7*	-15*	57	53
N[C@@H](COP(=O)(O)O)C(=O)O	98	113	115	104	95	104	108	101
O=C(CN1CCN(c2cc3c(cc2F)c(=O)c(C(=O)O)cn3C2CC2)CC1)N/N=C/c1ccccc1C(F)(F)F	76	79	73	65	92	87	94	75
NC(Cc1cccs1)C(=O)O (stereo not drawn)	116	75	56	111	101	83	98	100
Cc1ccc(NC2=CC(=O)C(=O)c3ccccc32)c(C)c1	50	61	37	14	/	56	/	23
Cc1cccc(CN2CCN(C(c3ccccc3)c3ccc(Cl)cc3)CC2)c1 (stereo not drawn)	75	86	81	77	78	/	95	71
N#CCCNc1ccc2c(c1)C(=O)c1ccccc1-2	96	95	92	59	24	85	106	85
Cc1cc[n+](C)cc1C	113	103	97	103	101	89	/	108
COc1cc2c(c(OC)c1OC)C1c3ccccc3NC(=O)N1CC2 (stereo not drawn)	96	83	104	103	95	94	/	79
CCOC(=O)/C=C/c1ccc(O)c(OC)c1	90	101	81	97	/	90	77	113
COc1ccc(S(=O)(=O)/N=c2\c3ccccc3cnn2C2=NCCN2S(=O)(=O)c2ccc(OC)cc2)cc1	105	104	99	108	96	119	97	95
COc1ccc2c(c1)N=C(C(=O)O)/C2=C/c1sc(Nc2ccc(O)cc2)nc1O	64	29	43	12	28	25	55	45
COc1ccc(-c2nc3sc4cc(OC)ccc4n3c2-c2nc3ncc(Br)cc3[nH]2)cc1	97	114	83	103	109	97	102	89
O=C(Nc1ccccc1)c1cc2ccccc2s1	78	87	83	89	47	82	96	38
CC(C)(C)OC(=O)N1CCC(O)[C@@H](O[Si](c2ccccc2)(c2ccccc2)C(C)(C)C)[C@H]1/C=C/c1ccccc1 (stereo partly drawn)	50	39	28	15	37	33	63	21
Cc1ccc(S(=O)(=O)OCCn2ccc3ccccc3c2=O)cc1	104	103	103	117	98	100	102	102
ClCc1ccccc1CSc1ncnc2nc[nH]c12	98	92	88	119	88	92	107	93
N#Cc1c(-c2ccccn2)[nH]c(=S)[nH]c1=O	117	97	99	110	95	95	102	94
CC1CNCCN1 (stereo not drawn)	108	102	99	103	95	/	101	95
CC(=O)O[C@@H]1CC[C@@]2(C)[C@H](CC[C@@H]3[C@@H]2CC[C@]2(C)[C@@H]([C@H](C)CC=C(c4ccccc4)c4ccccc4)CC[C@@H]32)C1	100	111	117	97	100	104	99	96
CCN(CC)CCNCc1ccc(Cl)cc1	103	107	103	99	99	/	106	95
O=C(Cc1ccc2c(c1)CN(C1CCC(=O)NC1=O)C2=O)NCCc1ccccc1 (stereo not drawn)	-32*	20	-13*	-46*	19	54	-37*	1.7*
COc1ccc(C(=O)c2cc3c(N)c(C(=O)Nc4ccc(Br)cc4)sc3nc2C)cc1	66	71	91	73	71	51	78	71
Cc1cc(C)n(-c2nc(-c3ccco3)c(C#N)c(=O)[nH]2)n1	108	95	84	105	90	90	95	94
CCOc1ccc(NC(=O)C2CCCN(CCc3ccccc3)C2)cc1 (stereo not drawn)	50	96	57	100	92	79	94	88
Oc1c(Br)cc(Br)c2ccc(Cn3cc(-c4ccc(C(F)(F)F)cc4)nn3)nc12	96	6.4*	11	31	28	-23*	73	46
O=S(=O)(O)c1nc[n+]([O-])c2nc[nH]c12	94	83	49	80	94	62	86	109
COC(=O)/C=C1/S/C(=N\N=C\c2ccc(C(F)(F)F)cc2)N(c2ccccc2)C1=O	80	79	87	75	75	80	86	80
CCOc1ccccc1NC(=O)c1cc(-c2ccccc2)n(-c2ccc(S(C)(=O)=O)cc2)n1	86	78	80	103	88	83	120	83
O=C(O)Cn1nnnc1COc1ccc(Cl)cc1	108	/	96	119	97	88	100	98
CCCC(=O)Oc1cccc(CC)c1	111	94	97	101	97	87	104	95
O=C(c1ccncc1)N1N=C(c2ccccc2)C[C@H]1c1cn(-c2ccccc2)nc1-c1ccccc1	77	111	101	114	86	115	95	103
COc1ccc(C(=O)c2cc(C(C)=O)c3c(C)cc(C)cn23)cc1	75	86	82	60	35	32	25	49
N#C/C(=C\c1ccc(N(c2ccccc2)c2ccccc2)cc1)C(N)=O	89	35	56	-91*	6.5*	69	70	-27*
NC(=O)N1C(=O)C=CC1=O	105&112	103&106	103&81	106&111	108&94	109&72	109&108	111&106
N#C/C(=N/Nc1cccc2c1C(=O)c1ccccc1C2=O)c1nn[nH]n1	103	104	111	109	93	126	102	105
CC(=O)Oc1cccc(C)c1	107&115	102&110	98&108	95&96	91&103	110&104	100&117	100&106
O=C1C(Cl)=C(NCCN2CCOCC2)C(=O)c2ncccc21	19	-34*	8.7*	-74*	-50*	-18*	-92*	-41*
COc1cc2c(c(OC)c1OC)C(=O)N[C@@H]1[C@@H](O)[C@@H](O)[C@H](O)C[C@@H]21	106	97	104	102	96	96	110	100
COc1cc2c(c(OC)c1OC)C(=O)CC(c1cccc(NC(=O)c3cccc(Br)c3)c1)O2 (stereo not drawn)	90	81	67	88	82	58	90	66
CN(C[C@H]1Cc2c(cccc2NCCN2CCOCC2)CN1)[C@H]1CCCc2cccnc21	69	28	84	72	55	/	87	67
O=c1cc(N2CCNCC2)c2ccccc2n1-c1ccccc1	95	92	106	101	98	120	112	94
Cc1cc2c(c(C)c1Cl)C(=O)/C(=C/c1ccc(O)cc1)O2	86	/	88	98	73	/	105	82

Next part.
SMILES	MDA-MB-231	K-562	MOLT-4	MDA-MB-468	MCF7	SR	BT-549	T-47D
Cc1ccc(-n2cc(-c3ccccc3)c3c2N=NN2CCN=C32)cc1	86	87	97	103	99	86	125	93
COc1cc(C)cc2oc3oc(=N)c(-c4csc(-c5ccccc5)n4)cc3c(=O)c12	109	97	103	98	98	114	110	/
Cc1cc(O)c(/C=N/C(=S)NCc2ccccc2)c(=O)o1	101	112	110	115	94	97	98	90
C=CCn1c(SCC(=O)Nc2ccc(C(=O)/C=C/c3cc(OC)c(OC)c(OC)c3)cc2)nnc1-c1ccc(OC)cc1	14	/	/	-26*	0.8*	/	-24*	-2.4*
Cc1c(C(=O)N[C@H](CO)Cc2ccccc2)[nH]c2ccc(Cl)cc2c1=O	115	96	92	95	93	81	107	90
CCOC(=O)C1=C(C#N)C(C(=O)OCC)c2ncccc21 (stereo not drawn)	111	106	82	/	99	81	91	95
CC(O)Cc1cccs1 (stereo not drawn)	92	/	93	113	109	99	112	98
OC(Cc1ccccn1)(c1ccccc1)c1ccccc1	108	102	106	120	116	101	108	86
O=C1c2ccc(Cl)cc2C(=O)c2ccc(Cl)cc21	91	103	98	112	81	95	/	97
O=C1c2cccc3cccc(c23)C(=O)N1N1C(=O)c2cccc3c(Br)ccc(c23)C1=O	92	98	104	101	89	94	105	94
c1ccc(-c2nnc(-c3ccccc3)nn2)cc1	107	92	77	41	46	/	95	99
